D1 antag: human D1 dopamine receptor antagonism; 3.2% of 360,000 active; activity change, negative = inhibition, % at 10 µM; P21728; HEK293 TREx D1 cells, calcium flux, dopamine EC80; hits give low values; AID 504652; in the data active = activity change below about -30%; note: % is set by controls: 0 for no effect and ±100 for the full control effect
Target sequence (P21728 whole entry, looked up): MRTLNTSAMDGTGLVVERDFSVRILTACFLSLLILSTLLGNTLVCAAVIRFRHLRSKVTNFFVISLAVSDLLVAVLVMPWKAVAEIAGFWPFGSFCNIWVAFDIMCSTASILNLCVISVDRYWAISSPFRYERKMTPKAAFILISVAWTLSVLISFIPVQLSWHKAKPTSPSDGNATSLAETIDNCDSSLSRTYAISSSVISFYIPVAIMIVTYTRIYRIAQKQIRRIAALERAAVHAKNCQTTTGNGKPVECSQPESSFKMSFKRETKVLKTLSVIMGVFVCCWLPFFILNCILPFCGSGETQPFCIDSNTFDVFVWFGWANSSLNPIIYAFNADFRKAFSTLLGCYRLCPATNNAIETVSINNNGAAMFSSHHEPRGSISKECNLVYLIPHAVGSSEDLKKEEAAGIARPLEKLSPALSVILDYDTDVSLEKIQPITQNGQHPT
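Tetracycline-induced HEK293 T-REx cells with force-coupled D1 receptor were loaded with a no-wash calcium dye. Compound was added after a 10 s baseline and read kinetically for 180 s; EC80 dopamine was then added and calcium flux followed another 180 s.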
D2 antagonist: antagonists of human D2 dopamine receptor | HEK293 TREx D2 cells, calcium flux, dopamine EC80 | inhibition, % at 10 µM | 2% of 340,000 active | AID 485344; in the data active = inhibition above about 30%; note: 0% is about no effect
Target sequence (P14416 whole entry, looked up): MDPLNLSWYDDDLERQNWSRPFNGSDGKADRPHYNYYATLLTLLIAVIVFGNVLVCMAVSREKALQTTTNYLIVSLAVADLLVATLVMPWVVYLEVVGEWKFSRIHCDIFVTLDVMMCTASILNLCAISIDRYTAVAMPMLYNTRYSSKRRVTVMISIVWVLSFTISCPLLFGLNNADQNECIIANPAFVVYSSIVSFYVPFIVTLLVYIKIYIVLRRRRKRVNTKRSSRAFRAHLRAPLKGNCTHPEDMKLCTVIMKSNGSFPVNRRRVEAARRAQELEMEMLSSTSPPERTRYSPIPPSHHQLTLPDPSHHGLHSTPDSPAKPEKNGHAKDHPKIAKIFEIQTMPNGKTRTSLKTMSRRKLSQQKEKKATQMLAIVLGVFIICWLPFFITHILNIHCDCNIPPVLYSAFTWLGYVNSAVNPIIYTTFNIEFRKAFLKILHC
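Calcium mobilization kinetics were recorded at 1 s intervals in tetracycline-induced HEK293 T-REx D2 cells, first for 180 s after compound addition and then 180 s after EC80 dopamine.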
RXFP1 antag: blocks the human relaxin receptor RXFP1; activity change, negative = inhibition, % at 57.5 µM; Q9HBX9; 0.59% of 350,000 active; HEK293-RXFP1, relaxin-stimulated cAMP HTRF, 30 min; hits give low values;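 active = activity change of -60% or lower, but not beyond a set lower limit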; note: % is set by controls: 0 for no effect and ±100 for the full control effect
TRHR agonist: TRH receptor (human) agonism; P34981; TRHR cells, calcium flux fluo-8, FDSS agonist mode; activation, % at 2 µM; 0.18% of 360,000 active; note: 0% is about no effect
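Read-out: compound-evoked intracellular calcium rise in TRHR cells, fluo-8 dye, kinetic FDSS fluorescence at 1 s/cycle following a 10-cycle baseline. Cells cultured overnight before dye loading (30 min–1.5 h, RT).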
D2 potentiator: positive allosteric modulators of human D2 dopamine receptor; P14416; 0.34% of 340,000 active; HEK293 T-REx D2, calcium flux, EC20 dopamine potentiation; potentiation, % at 10 µM;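 active = potentiation over 3 SD above the plate norm, cut at about 30% in these data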; note: 0% is about no effect
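Calcium flux readout, no-wash dye, 1 read/s. Inducible HEK293 Trex D2 line, overnight 30 C. Compound alone 180 s (agonist flags), then EC20 dopamine, another 180 s to score potentiation.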
D1 potentiator: potentiators of human D1 dopamine receptor; AID 504651; potentiation, % at 10 µM; HEK293 TREx D1 cells, calcium flux, dopamine EC20 potentiation; 0.036% of 360,000 active; in the data active = potentiation above about 30%; note: 0% is about no effect
TRHR enhancer: allosteric enhancers of human TRH receptor | AID 493056 | P34981 | TRHR cells, fluo-8 calcium fluorescence, EC20 TRH enhancement | enhancement, % at 2 µM | 0.66% of 360,000 active; in the data active = enhancement above about 30%; note: 0% is about no effect
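Enhancer read-out: after compound pinning and an initial kinetic agonist-mode read, an EC20 of TRH (10 nM final) was injected and fluo-8 calcium signal (Ex 480/Em 530) followed at 1 s/cycle for 100 cycles in TRHR-expressing cells.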
D2 ag: D2 dopamine receptor (human) agonism. HEK293 T-REx D2 cells, calcium flux agonist mode. 0.53% of 340,000 active. activation, % at 2 µM. AID 485358. P14416;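 active = activation over 3 SD above normal in the single-dose calcium agonist read, cut at about 30% in these data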; note: 0% is about no effect
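Tetracycline-induced HEK293 Trex cells with D2 receptor force-coupled to calcium signaling, plated overnight at 30 C and loaded with no-wash calcium dye. Calcium flux read kinetically for 180 s after compound addition; responses flag agonists.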
D1 agonist: human D1 receptor agonism. 1% of 360,000 active. HEK293 T-REx D1 cells, calcium flux, agonist mode. activation, % at 2 µM; note: 0% is about no effect
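Inducible HEK293 T-REx D1 cells, force-coupled to calcium signalling, were plated at 4000 cells/well with tetracycline and held overnight at 30 C. After no-wash calcium dye loading, compound-evoked calcium rise over 180 s flagged agonists.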
Starred values were filed as active, the others as inactive; x = not tested or not shown. Cut-off read from the data, not from the text of the source, unless noted: active = activation above about 30%; inactive = the rest.

SMILES	D1 antag	D2 antagonist	RXFP1 antag	TRHR agonist	D2 potentiator	D1 potentiator	TRHR enhancer	D2 ag	D1 agonist
CN(Cc1cnn(C)c1)C(=O)C1CCCCC1C(=O)O (stereo not drawn)	7	4	-5	-0.2	19	9	1	0.4	3
Cc1ccc(NS(=O)(=O)c2cc3c4c(cccc4c2)C(=O)NC3=O)cc1	-18	-8	-14	-0.3	16	-7	29	2.8	-1
CSc1ccccc1NC(=O)COc1ccccc1C	-2	12	-7	-0.5	4	0	-2	0.1	4
CS(=O)(=O)c1ccccc1C(=O)N(CCc1ccccc1)Cc1ccccc1	-17	13	-6	1.1	4	10	-3	-0.8	5
Cc1ccc(C)c(Cn2nc3c4ccccc4n(Cc4ccccc4)cc-3c2=O)c1	13	30*	-5	-0.9	5	0	5	-0.3	-2
CC(=O)Nc1ccc(S(=O)(=O)Nc2ccc3[nH]c(=O)[nH]c3c2)cc1	0	11	10	-1.7	-3	-5	11	-0.2	3
O=S(=O)(c1ccc(NC(=S)NCc2cccnc2)cc1)N1CCCCC1	-13	-6	-3	-0.2	-8	-9	-1	-0.6	3
COc1ccc(NC(=O)C/C(C)=N/NC(=O)C(=O)NC(C)C)c(OC)c1	-2	-28	-10	-0.4	-2	7	0	-0.4	-1
Cc1cnc([N+](=O)[O-])n1CCOC(=O)NC(=O)c1ccccc1Cl	-13	4	-6	0.1	-1	-2	4	-0.3	5
O=C(Nc1ccccc1N1CCCCC1)c1ccc(-c2cccc(Cl)c2)o1	16	-6	3	0.7	12	-3	5	0.4	8
COc1ccc(F)cc1S(=O)(=O)NCCc1csc(-c2ccc(Cl)cc2)n1	-9	x	-9	0.3	-23	-2	9	x	2
CN1C(=O)C(C)(C)c2cc(S(=O)(=O)N(C)Cc3ccccc3)ccc21	-20	-9	0	0.0	9	-7	0	-0.2	12
CCOc1ccc2[nH]c(=O)c(CN(Cc3nnnn3Cc3ccco3)C3CCCCC3)cc2c1	9	20	-12	-0.7	-6	2	3	-1.9	3
CCOC(=O)N1CCN(C(=O)CSc2nnc(-c3ccc(Cl)s3)o2)CC1	-1	27	x	0.3	-1	2	-4	-0.4	2
COc1cc(NC(=O)Cn2c(=O)n(C(C)C)c(=O)c3oc4ccccc4c32)cc(OC)c1	-6	x	-1	0.6	2	1	0	0.1	1
Cn1cc(CN2CCc3c([nH]c4ccccc34)C2C2CCCCC2)cn1 (stereo not drawn)	-2	-4	-4	0.0	-6	-2	-4	-0.2	8
Cc1ccccc1C(=O)NC1CCN(CC(=O)Nc2ccc(Br)cc2)CC1	2	17	-6	0.2	-14	-5	-2	0.5	5
Cc1cc(C)n(-c2nc3ccccc3nc2N2CCC(C)CC2)n1	x	0	-25	0.4	10	-2	-16	0.0	5
CCOC(=O)c1c(C)[nH]c(CCC(=O)NCc2ccccc2Cl)c1C	-2	x	-14	-0.4	-4	-1	0	-0.9	-2
C=CCn1c(-c2ccccc2OC)n[nH]c1=S	7	8	-9	-0.3	6	-5	-2	-0.2	3
COc1ccccc1NC(=O)CSc1nncn2c1cc1sccc12	-10	x	-2	0.4	0	-4	9	-0.5	5
CCCCOC(=O)Cn1c(=O)c2c(nc(Br)n2Cc2ccccc2)n(C)c1=O	0	-19	-7	-0.4	12	-1	6	0.0	2
Cc1c(Cl)cnc(NC(=O)COC(=O)C(NC(=O)c2ccco2)C(C)C)c1Cl (stereo not drawn)	-8	-11	-16	-0.2	3	-1	4	0.8	1
Cc1cc(NCCN2CCOCC2)n2nc(C)c(-c3ccc(Cl)cc3)c2n1	3	15	-18	0.6	-2	-2	3	-2.1	4
O=C(OCC(=O)N1CCOCC1)c1ccccc1O	-6	-9	-17	0.9	12	-4	-6	2.2	2

Reformatted: entries from further up.
Results follow in this order: D1 antag, D2 antagonist, RXFP1 antag, TRHR agonist, D2 potentiator, D1 potentiator, TRHR enhancer, D2 ag, D1 agonist
C=CCn1c(-c2ccccc2OC)n[nH]c1=S
→ 7, 8, -9, -0.3, 6, -5, -2, -0.2, 3
COc1ccccc1NC(=O)CSc1nncn2c1cc1sccc12
→ -10, x, -2, 0.4, 0, -4, 9, -0.5, 5
CCCCOC(=O)Cn1c(=O)c2c(nc(Br)n2Cc2ccccc2)n(C)c1=O
→ 0, -19, -7, -0.4, 12, -1, 6, 0.0, 2

Additional entries:
SMILES	D1 antag	D2 antagonist	RXFP1 antag	TRHR agonist	D2 potentiator	D1 potentiator	TRHR enhancer	D2 ag	D1 agonist
Cc1ccc(Nc2nnc(SCC(=O)NCCN3C(=O)CSC3=O)s2)cc1	4	2	-4	-0.5	-6	-2	-8	0.2	1
O=C(COC(=O)C1=COCCO1)Nc1ccc(F)c(F)c1	13	3	3	0.0	-9	-2	1	1.0	5
COc1ccc(C2N(C(=O)CN3CCOCC3)CCN2S(=O)(=O)c2ccccc2)cc1 (stereo not drawn)	25	-2	12	0.1	-5	-4	-4	1.1	2
COc1ccc(S(=O)(=O)N(C)CC(=O)Nc2ccc(C)cc2)cc1OC	x	-13	-5	-1.4	-3	6	6	-0.4	-3
O=C1NC(=Nc2ccc(Cl)cc2)/C(=C/c2ccco2)S1	-11	59*	-22	0.5	-22	-1	0	-0.1	3
CCCC(=O)Nc1ccc(Cl)c(NC(=O)CC)c1	-14	-3	0	0.2	-6	-6	-1	0.1	3
CCC/C(=N/NC(=O)c1ccccc1Cl)c1ccccc1	-21	18	3	-1.2	-5	-8	-10	-0.2	4
Cc1cccc(Cn2c(N3CCN(C)CC3)nc3c2c(=O)[nH]c(=O)n3C)c1	-17	-12	-3	-0.5	-1	-9	25	-0.8	-1
O=C(CN1CCN(Cc2ccccc2)CC1)N/N=C/c1cccs1	13	8	-8	-0.2	-10	-4	1	-0.6	6
CC1(C)CC(=O)C(C=NCCN2CCNCC2)=C(O)C1	7	-5	-7	0.1	-2	-5	-3	0.9	1
COC(=O)Cn1cc(C#N)c2ccccc21	16	-19	-8	0.0	-12	-4	2	0.8	2
Cc1ccn2cc(-c3nonc3C)cc2c1	-1	-12	4	0.0	-6	-1	-8	0.3	3
Cc1ccc(OC(=O)CSc2nnc(-c3cccs3)o2)c(C)c1	-11	x	-11	-0.1	-6	-2	1	x	0
CCCCC/C=C/C1=CC(=O)C[C@H](c2ccc(OC)cc2)C1	1	-12	x	0.3	11	-2	7	0.6	5
CC(=O)N(c1c(C)n(C)n(-c2ccccc2)c1=O)C1(C(=O)NC2CCCC2)CCCCC1	7	x	-4	0.4	x	0	-1	x	2
Cc1cc(CNC(=O)c2cc(Br)ccc2Cl)nn1C	-30	10	-2	0.0	-3	-7	-8	0.5	4
COc1cccc2[nH]c3ccccc3c(=O)c12	2	-3	-3	0.0	3	0	-3	0.2	1
O=C(c1ccc(N2CCCCC2)c([N+](=O)[O-])c1)N1CCN(S(=O)(=O)c2ccccc2)CC1	16	-6	12	-0.3	1	-3	14	0.3	0
CC(C)C[C@@H]1NC(=O)[C@H](C(C)C)NC(=O)c2cc([N+](=O)[O-])cc(I)c2OCC[C@@H](C(N)=O)NC1=O	-4	-6	x	-0.4	-1	2	-3	-0.1	-3
CCOc1cc2c(cc1OCC)C(c1ccccc1OC)OC(=O)C2 (stereo not drawn)	7	7	0	-0.2	-10	-4	0	-0.3	7
O=C(Nc1ccc(Cn2cccn2)cc1)c1ccc(COc2ccccc2Br)cc1	-7	-16	1	1.6	-2	-2	-3	-0.2	10
CC1(C)CC(N2CCN(Cc3ccccc3)CC2)=CC(=[N+]2CCCCC2)C1	-9	x	-17	0.6	x	-3	1	x	2
Cc1ccc(N(C)C(=O)c2cc(S(=O)(=O)N3CCc4ccccc43)cn2C)cc1	-29	-9	3	-1.0	0	-17	-7	0.6	2
Cc1ccc(OCC(=O)Nc2nnc(SCc3cc(=O)n4cccc(C)c4n3)s2)cc1	-5	x	5	1.7	-12	0	-4	0.3	-1
Cc1ccc(C)c(N2CCN(C(=O)c3ccc4nsnc4c3)CC2)c1	-15	0	-39	-0.7	-8	-5	-2	-0.2	3
Other compounds follow:
SMILES	D1 antag	D2 antagonist	RXFP1 antag	TRHR agonist	D2 potentiator	D1 potentiator	TRHR enhancer	D2 ag	D1 agonist
CCC(C)NC(=O)CN1C(=O)NC2(CCOc3ccccc32)C1=O (stereo not drawn)	-5	-10	-8	0.6	0	2	0	-0.1	4
C1CCCC(NC2=NCCO2)CCC1	23	-13	-2	1.0	-3	-4	-2	0.7	1
CNC(=O)/C(C#N)=C/c1c(N2CCCCCC2)nc2ccccn2c1=O	5	3	3	0.1	9	4	13	0.6	1
Brc1ccc(-c2csc(NC3=NCCCCC3)n2)cc1	11	-9	-7	0.1	9	-2	14	0.8	3
COc1ccc(-c2cc(=O)oc3cc(OC(C)C(=O)Nc4ccc(CN5CCOCC5)cc4)ccc23)cc1 (stereo not drawn)	9	2	-20	0.8	8	7	2	0.7	1
COc1cccc2sc(NC(=O)c3ccc(S(=O)(=O)N4CCC(C)CC4)cc3)nc12	1	x	x	0.5	-4	1	3	-1.2	2
CCOC(=O)N1CCC(NC(=O)c2ccc(Cl)cc2)CC1	-8	2	9	-0.4	-6	-2	0	0.3	3
Cc1cc(NC(=S)Nc2ccccc2)ccc1Br	5	-5	-4	-0.1	-2	0	1	0.6	3
CC(C)c1ccc(S(=O)(=O)NC2CCS(=O)(=O)C2)cc1 (stereo not drawn)	-1	1	-36	-0.2	17	-3	-1	0.1	4
S=C(Nc1ccc(Cl)cc1Cl)N1CCOCC1	13	2	21	0.1	-1	2	1	1.1	4
O=C(CSCCO)Nc1cc(C(F)(F)F)ccc1Cl	-10	-13	2	-1.1	-5	-11	-1	1.1	4
CC(=O)N[C@@H](Cc1c[nH]c2ccccc12)C(=O)NCCc1ccc(S(N)(=O)=O)cc1	2	x	5	-0.9	x	-7	6	x	9
O=C(CCc1nc2ccccc2c(=O)[nH]1)NCc1cccc(Cl)c1	x	x	10	-0.6	-12	-1	1	x	-1
CC(C)C(=O)Nc1c(-c2cccs2)c(=O)c2ccccc2n1C	2	-4	19	-0.3	0	0	1	0.1	1
Cc1cc(C[n+]2ccsc2N)c2ncccc2c1	-3	3	-5	0.3	-3	-2	0	0.1	1
O=C(COc1ccc(S(=O)(=O)NC2CCCCC2)cc1)NCc1cccnc1	2	-9	4	-0.2	4	-5	8	0.8	0
O=C(Nc1cccc2c1C(=O)NC2=O)c1cccnc1Cl	-24	-9	2	0.1	14	3	-3	-0.6	8
CCCOc1ccc(C2C(=O)N(C3CCCCCC3)CC(=O)N2CCCOCC)cc1OC (stereo not drawn)	-15	x	10	-0.7	5	-2	6	0.0	-5
COc1ccc(NC(=O)CCc2nnc3ccc(N4CCC(C)CC4)nn23)cc1OC	21	4	-5	-1.2	-13	-2	11	0.1	6

Part of the list above, set out differently.
molecule | D1 antag | D2 antagonist | RXFP1 antag | TRHR agonist | D2 potentiator | D1 potentiator | TRHR enhancer | D2 ag | D1 agonist
Cc1cc(NC(=S)Nc2ccccc2)ccc1Br | 5 | -5 | -4 | -0.1 | -2 | 0 | 1 | 0.6 | 3
S=C(Nc1ccc(Cl)cc1Cl)N1CCOCC1 | 13 | 2 | 21 | 0.1 | -1 | 2 | 1 | 1.1 | 4
CC(C)C(=O)Nc1c(-c2cccs2)c(=O)c2ccccc2n1C | 2 | -4 | 19 | -0.3 | 0 | 0 | 1 | 0.1 | 1

Compound activity (PubChem)
